# Compound activity: PubChem, Sanford-Burnham Center for Chemical Genomics
# SUMO1-SIM PPI – modulators of SUMO1 protein-protein interactions, primary screen, biochemical, uHTS. 0.33% of 360,000 active. AID 602429, 2012. SUMO1 binding to a labelled peptide, TR-FRET, 1 h. inhibition, % at 20 µM. Small ubiquitin-related modifier 1 (Homo sapiens), P63165; in the data active = inhibition above about 37%
# Target sequence (P63165 whole entry, looked up): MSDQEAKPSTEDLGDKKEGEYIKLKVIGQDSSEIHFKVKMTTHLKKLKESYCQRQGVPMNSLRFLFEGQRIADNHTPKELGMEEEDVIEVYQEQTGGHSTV
# STEP block – STEP phosphatase inhibitors, primary screen, biochemical, fluorescence intensity, uHTS | recombinant STEP, OMFP fluorogenic substrate | inhibition, % at 20 µM | 0.25% of 360,000 active | AID 588621, 2011;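 active = inhibition at 20 µM, scaled per plate between control wells, above about 37%, limit read from the data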;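 note: 0% = DMSO with enzyme and substrate and 100% = substrate only without enzyme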
# Target sequence (P54829 whole entry, looked up): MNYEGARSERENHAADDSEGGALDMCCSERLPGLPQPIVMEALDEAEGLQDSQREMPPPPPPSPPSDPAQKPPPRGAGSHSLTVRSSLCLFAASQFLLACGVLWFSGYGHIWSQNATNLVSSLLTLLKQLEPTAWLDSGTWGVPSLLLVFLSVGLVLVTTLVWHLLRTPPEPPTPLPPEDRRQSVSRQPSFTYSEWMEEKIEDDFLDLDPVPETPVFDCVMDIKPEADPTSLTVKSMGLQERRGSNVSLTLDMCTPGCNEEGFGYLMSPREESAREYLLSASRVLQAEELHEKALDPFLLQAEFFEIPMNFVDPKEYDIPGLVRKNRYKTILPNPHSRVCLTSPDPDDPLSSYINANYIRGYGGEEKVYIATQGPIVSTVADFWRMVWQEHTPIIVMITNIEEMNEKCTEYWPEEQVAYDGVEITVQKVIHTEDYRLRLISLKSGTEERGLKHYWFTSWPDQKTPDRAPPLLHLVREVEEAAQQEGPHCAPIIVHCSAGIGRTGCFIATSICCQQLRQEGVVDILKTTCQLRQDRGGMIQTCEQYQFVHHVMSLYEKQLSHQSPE
#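 Assay system: isolated STEP enzyme / Timing: 20 min at room temperature, dark / Doses: 20 µM, 1% DMSO / Technique: fluorescence intensity, excitation 480 nm, emission 540 nm / Reagent: fluorogenic phosphatase substrate OMFP at 25 µM final / Measure: percent inhibition scaled to no-enzyme and uninhibited-enzyme controls, plate-pattern corrected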
# Rpn11 block – Rpn11 (PSMD14) deubiquitinase inhibitors, primary screen, biochemical, fluorescence polarization, uHTS. 0.59% of 360,000 active. AID 588493, 2011. human 26S proteasome, Ub4-pepOG fluorescence polarization; 20S core pre-blocked with epoxomicin. 26S proteasome non-ATPase regulatory subunit 14 (Homo sapiens), O00487. calls only at 20 µM;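 active = inhibition at 20 µM, scaled to each plate's controls, above about 33%, limit read from the data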
# LMPTP inh – LMPTP phosphatase inhibitors, primary screen, biochemical, fluorescence intensity, uHTS. Low molecular weight phosphotyrosine protein phosphatase (Homo sapiens), P24666. recombinant LMPTP-A, OMFP fluorogenic substrate. inhibition, % at 20 µM. 0.22% of 360,000 active. AID 651560, 2012;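 active = compounds that cut the enzyme signal by at least half of the control window in the single-dose screen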;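 note: plate controls were DMSO wells with enzyme plus substrate for no effect and substrate without enzyme for full effect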
# Target sequence (P24666 whole entry, looked up): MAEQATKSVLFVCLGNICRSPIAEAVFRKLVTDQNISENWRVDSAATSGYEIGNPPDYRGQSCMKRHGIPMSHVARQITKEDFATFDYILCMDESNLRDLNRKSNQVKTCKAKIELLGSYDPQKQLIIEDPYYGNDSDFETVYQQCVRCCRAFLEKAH
#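 Assay system: LMPTP-A phosphatase enzyme | Input: 0.625 nM enzyme | Also added: Fluorogenic phosphatase substrate OMFP at 400 µM final | Compound dosing: One test concentration per compound, 20 µM, with 3% DMSO overall | Schedule: 50 min enzyme reaction at room temperature, protected from light | Signal: Fluorescence intensity | Benchmarks: no-enzyme and uninhibited controls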
# Scp-1 inhibitor – Scp-1 phosphatase inhibitors, primary screen, biochemical, colorimetric, uHTS | inhibition, % at 20 µM | Recombinant Scp1, phosphopeptide, malachite green phosphate absorbance | 0.88% of 340,000 active;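 active = inhibition above about 50% at 20 µM, limit read from the data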;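 note: plate controls were DMSO wells with enzyme for no effect and wells lacking enzyme for full effect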
# Target sequence (Q9GZU7 76-261 limits assumed): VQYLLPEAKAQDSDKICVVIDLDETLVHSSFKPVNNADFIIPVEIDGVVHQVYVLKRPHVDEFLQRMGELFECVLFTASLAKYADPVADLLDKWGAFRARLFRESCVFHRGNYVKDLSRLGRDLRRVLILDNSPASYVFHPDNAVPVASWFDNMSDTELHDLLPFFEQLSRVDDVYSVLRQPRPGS
#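 System: SCP-1 catalytic domain; Reagent: Phospho 17-mer peptide substrate; Doses: one concentration, 20 µM, with 1.0% DMSO; Incubation: 45 min room-temperature reaction, 5 min colour, 30 min stabiliser; Signal: Phosphate-binding colour reagent, absorbance read at 630 nm.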
# MT1-MMP act inh – blockers of MT1-MMP proenzyme processing, primary screen, HT1080 RFP-PRO-GFP cells, GFP/RFP fluorescence; 0.061% of 360,000 active; AID 651647, 2012; GFP/RFP ratio fluorescence, overnight; percent of plate control window, DMSO zero; GFP/RFP ratio change, % at 20 µM;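 active = GFP/RFP ratio change of at least 30% with cell ATP level not reduced by more than half and red fluorescence within 50% of control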; note: strong numbers were not always called active
#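 system = RFP-PRO-GFP reporter HT1080 cells | dosing = 20 µM single dose, 1% DMSO | timing = overnight cell settling, then overnight compound exposure, 37 °C, 5% CO2 | read-out basis = GFP/RFP fluorescence ratio | controls = DMSO and RFP-L50D-GFP cell wells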
# NadD block – inhibitors of S. aureus NadD, primary screen, biochemical, colorimetric, uHTS; 0.78% of 360,000 active; Nicotinate-nucleotide adenylyltransferase NadD (Staphylococcus aureus N315); purified NadD enzyme, colorimetric absorbance read-out; inhibition, % at 20 µM; in the data active = inhibition above about 26%; note: some compounds past the cut are filed as inactive
# SKN-1 block – suppressors of acrylamide-induced Pgst-4::GFP reporter in worms, primary screen, SKN-1 inhibitor project, whole organism, uHTS, GFP/RFP fluorescence ratio, strain VP596 | 0.49% of 360,000 active | C. elegans VP596 Pgst-4::GFP/RFP ratio, 24 h | inhibition, % at 21.8 µM | AID 624304, 2012;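 active = interference check ratio from 0.5 to 1.5 plus GFP to RFP signal ratio inhibition reaching or exceeding a fixed threshold, cut at about 30% in these data, passing the limit was not always enough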; note: some compounds called inactive have numbers as strong as hits
# NRP1-CendR mod – modulators of CendR peptide binding to NRP-1, primary screen, biochemical, fluorescence polarization, uHTS. Neuropilin-1 (Homo sapiens), O14786. FAM-RPARPAR peptide binding to NRP-1. inhibition, % at 25 µM. 0.85% of 360,000 active. AID 602438, 2012;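 active = inhibition or corrected inhibition above about 18%, plus a signal ratio from 0.5 to 1.5, limit read from the data, passing the limit was not always enough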; note: strong numbers were not always called active
# DNMT1 inh – human DNMT1 methyltransferase inhibitors, primary screen, biochemical, molecular beacon, fluorescence, HinP1I cleavage, uHTS | DNA (cytosine-5)-methyltransferase 1 (Homo sapiens), P26358 | inhibition (reported as % activation of signal), % at 10 µM | 0.83% of 360,000 active; in the data active = inhibition above about 50%
# The depositor's hits bear a star; i = inactive; / = no result given; + = active, no number.
(1) CCOC(=O)C(C)OC(=O)C1=C(C)NC(=O)NC1c1ccc2c(c1)OCO2 (stereo not given)
(2) CCCOc1ccc(Br)cc1/C=N/O
(3) COc1cc(OC)c(C(=O)NC23CC4CC(CC(C4)C2)C3)cc1OC
(4) CS(=O)(=O)N(CCC(=O)O)Cc1ccccc1
(5) O=S(=O)(NC1C2CC3CC(C2)CC1C3)c1ccc(F)cc1 (stereo not given)
(6) O=C1NN(c2ccccc2)C(=O)/C1=C\c1cccc(OC(=O)c2cccs2)c1
(7) O=C(C[n+]1cc(-c2ccccc2)n2c1CCC2)Nc1nc(-c2ccc(F)cc2)cs1
(8) CCOc1ccc(C(Nc2ccc(C)cc2)P2(=O)OCCC(C)O2)cc1 (stereo not given)
(9) CCOc1ccc(OCCC(=O)N2CCN(S(=O)(=O)c3ccc(OCC)cc3)CC2)cc1
(10) CCN(CC)CCN(C(=O)c1ccc(Br)s1)c1nc2cc3c(cc2s1)OCO3
Screen / compound no.	1	2	3	4	5	6	7	8	9	10
SUMO1-SIM PPI	1.5	-2.9	2.9	-0.3	6.4	12.3	-6.9	-4.5	-1.9	-5.2
STEP block	-0.1	-4.9	-1.7	-4.2	-1.6	9.4	5.2	8.5	-0.3	-0.7
Rpn11 block	i	i	i	i	i	i	i	i	i	i
LMPTP inh	-1.2	1.9	0.9	-1.9	-0.8	0.9	14.2	-2.4	-1.4	-0.4
Scp-1 inhibitor	-7.3	6.8	-6.5	6.4	-2.7	-1.2	9.5	-5.2	25.8	-12.6
MT1-MMP act inh	0.8	0.4	1.9	-0.7	6.5	1.7	-7.3	-1.1	-2.4	0.9
NadD block	0.1	-6.6	0.8	-1.6	-2.6	12.9	9.1	5.7	2.5	-4.8
SKN-1 block	19.7	25.8	1.6	20.1	10.6	4.1	-6.0	11.1	-1.0	10.6
NRP1-CendR mod	16.0	-4.4	5.5	18.4	-3.3	-47.9	-20.3	3.5	4.6	-14.1
DNMT1 inh	-3.6	-3.4	0.5	1.5	1.1	6.5	-12.5	0.8	2.7	1.2

(11) COc1cccc(N=CNc2cccc(OC)c2)c1
(12) S=C(NCCc1ccccc1)NCC1CCCO1 (stereo not given)
(13) CCOc1cc(/C=C2\SC(=S)N(C(C(=O)O)c3ccccc3)C2=O)ccc1O (stereo not given)
(14) Nn1c(SCc2ccc(Br)cc2)nnc1-c1ccncc1
(15) O=C(c1ccc(Cl)cc1)N1CCC(O)(CSc2ccc(Cl)cc2Cl)CC1
(16) CC[C@@H]1CC=C[C@H]2[C@H]1C(=O)N(Cc1ccccc1)[C@H]2c1ccc(OC)c(Cl)c1
(17) COC(=O)c1ccc(COc2ccc(/C=N/O)cc2)o1
(18) COc1cc(O)c(C(CCN2CCCC(C)C2)c2cc(OC)c(OC)c(OC)c2)c(OC)c1 (stereo not given)
(19) COc1cc(CCC(=O)OCC(=O)Nc2ccccc2OC(F)F)cc(OC)c1OC
(20) CCCCC(=O)N(C)c1c(CC)nc2c(OCc3ccc(C(F)(F)F)cc3)cccn12
Screen / compound no.	11	12	13	14	15	16	17	18	19	20
SUMO1-SIM PPI	3.4	-0.1	-21.5	1.9	-3.7	5.4	-3.9	-2.7	0.4	20.0
STEP block	1.2	-1.7	1.3	1.0	-3.9	1.7	-2.6	-3.4	0.7	4.8
Rpn11 block	i	i	+	i	i	i	i	i	i	i
LMPTP inh	1.0	-1.2	1.4	-0.2	1.8	6.1	0.3	-0.8	0.8	2.6
Scp-1 inhibitor	0.0	-1.4	4.5	-3.5	-7.3	-8.7	-7.7	-0.2	-8.4	/
MT1-MMP act inh	7.4	1.9	-27.3	7.6	2.0	-7.3	-0.6	3.3	2.1	-1.6
NadD block	-1.7	3.2	7.3	-3.6	-10.1	-0.3	-5.1	-7.7	2.5	0.7
SKN-1 block	4.7	3.0	18.5	-0.3	-5.1	3.4	7.3	-7.6	-7.6	2.2
NRP1-CendR mod	-12.1	-1.7	-303.9	-7.8	-1.5	8.3	-6.7	1.6	-2.7	-7.2
DNMT1 inh	-13.1	6.6	-3.9	3.6	-6.5	3.3	-1.6	3.5	1.0	-1.9

(21) CC1(C)CC(=O)C(C=NCCN2CCN(CCCCS(=O)(=O)O)CC2)=C(O)C1
(22) CCc1ccc(NS(=O)(=O)c2cc3c4c(c2)CCN4C(=O)CC3)cc1
(23) Cc1ccc(C23CC4CC(CC(CC(=O)NC(C)(C)CO)(C4)C2)C3)cc1
(24) O=C(Cc1ccc2c(c1)OCCO2)c1c(O)cc(O)cc1O
(25) CC1CCCCN1C(=O)Cn1c(=O)n(C2CCCCC2)c(=O)c2ccccc21 (stereo not given)
(26) Cc1[nH]c2ccccc2c1CN1CCC(CO)(Cc2ccccc2)CC1
(27) COc1ccc(CCNC2CC(=O)N(C3CCCCC3)C2=O)cc1OC (stereo not given)
(28) COc1ccc(-c2ccccc2NC(=O)C2CCCN(Cc3ccco3)C2)cc1 (stereo not given)
(29) ClC1=CN(C2=NCCC2)CC1
(30) CCN1CCN(C(=O)c2cc(COc3c(C)cccc3C)on2)CC1
Screen / compound no.	21	22	23	24	25	26	27	28	29	30
SUMO1-SIM PPI	-0.3	1.4	-1.5	1.9	13.0	0.8	-3.9	-8.5	-19.5	2.0
STEP block	-3.5	-2.4	3.2	-4.2	-1.1	3.7	0.2	0.5	-0.5	-1.1
Rpn11 block	i	i	i	i	i	i	i	i	i	i
LMPTP inh	-4.0	-0.1	2.2	1.8	0.3	0.4	-0.7	-0.8	8.9	-0.3
Scp-1 inhibitor	-8.0	-2.7	5.3	-8.0	0.5	0.7	-2.9	-10.7	/	-6.2
MT1-MMP act inh	-0.9	5.5	-4.2	26.8	-1.1	-4.0	0.1	-4.1	1.0	6.2
NadD block	3.2	-0.4	-8.9	1.3	2.3	5.2	-1.6	2.5	-4.5	-1.3
SKN-1 block	-20.9	-1.7	-12.1	0.2	4.2	0.7	-4.7	1.0	4.3	7.1
NRP1-CendR mod	-4.4	6.2	-21.5	-6.4	-1.8	-2.5	-4.1	6.2	3.9	0.6
DNMT1 inh	5.0	0.1	0.0	-9.6	2.0	-3.1	-1.7	1.8	-12.7	1.2

(31) C=CCn1c(Cc2cccc3ccccc23)n[nH]c1=S
(32) CC(C)(C)N1OC2CC1c1nc3ccccc3n1C2 (stereo not given)
(33) Cc1c(C(=O)N(Cc2nccn2C)C(C)C)oc2c(F)cccc12
(34) O=C(CNC(=S)N(CCCN1CCOCC1)Cc1cccs1)NC1CCCC1
(35) COc1c(C)cc(Br)cc1C(=O)Nc1cccc(-c2nc3ncccc3o2)c1
(36) O=C1C(=O)N(Cc2ccncc2)C(c2cccc(O)c2)/C1=C(\O)c1ccc2c(c1)OCCO2 (stereo not given)
(37) CC(C(=O)OCC(=O)c1cccc([N+](=O)[O-])c1)N1C(=O)C2C3C=CC(C3)C2C1=O (stereo not given)
(38) Cc1cc(C)nc(N2CCC(C(=O)NCc3ccco3)CC2)n1
(39) CN(C(=O)CSc1nnc(-c2c[nH]c3ccccc23)n1C1CC1)C1CCS(=O)(=O)C1 (stereo not given)
(40) COc1ccc(CN(CC2CCCO2)C(=O)c2cc3ccccc3oc2=O)cc1 (stereo not given)
Screen / compound no.	31	32	33	34	35	36	37	38	39	40
SUMO1-SIM PPI	-0.7	4.8	7.4	3.7	-5.4	3.1	-27.4	1.7	-5.2	-0.4
STEP block	1.8	-3.3	0.8	2.1	-3.5	-1.0	0.9	1.4	-2.9	-1.0
Rpn11 block	i	i	i	i	i	i	i	i	i	i
LMPTP inh	-5.4	-1.6	-1.2	-0.6	1.2	1.2	-1.0	-1.0	-0.4	-0.9
Scp-1 inhibitor	6.8	-5.8	-8.2	-5.2	2.9	1.1	-3.4	-5.8	-7.3	-8.3
MT1-MMP act inh	-2.7	-2.7	2.9	4.1	5.8	-0.6	0.3	2.9	1.8	-3.5
NadD block	-3.2	-1.5	-0.8	-4.1	-6.1	3.3	2.8	-3.9	-0.6	-4.3
SKN-1 block	3.1	3.9	15.4	-5.5	-11.8	-16.7	10.7	9.7	-9.3	-14.9
NRP1-CendR mod	7.1	8.4	3.6	9.4	-0.4	-6.2	-3.4	-52.5	4.1	3.4
DNMT1 inh	-0.9	5.3	0.7	-3.8	-6.7	0.1	-1.8	1.5	3.6	-5.0

# Exported with two lines to a compound: entries from further up.
# Each structure is followed by: SUMO1-SIM PPI | STEP block | Rpn11 block | LMPTP inh | Scp-1 inhibitor | MT1-MMP act inh | NadD block | SKN-1 block | NRP1-CendR mod | DNMT1 inh
32. CC(C)(C)N1OC2CC1c1nc3ccccc3n1C2 (stereo not given)
    4.8 | -3.3 | i | -1.6 | -5.8 | -2.7 | -1.5 | 3.9 | 8.4 | 5.3
33. Cc1c(C(=O)N(Cc2nccn2C)C(C)C)oc2c(F)cccc12
    7.4 | 0.8 | i | -1.2 | -8.2 | 2.9 | -0.8 | 15.4 | 3.6 | 0.7
34. O=C(CNC(=S)N(CCCN1CCOCC1)Cc1cccs1)NC1CCCC1
    3.7 | 2.1 | i | -0.6 | -5.2 | 4.1 | -4.1 | -5.5 | 9.4 | -3.8

# (cont.)
(41) CCN1CCN(c2cc3nc(C)n(Cc4ccccc4)c(=O)c3cc2NC(=O)c2ccccc2F)CC1
(42) CCC(C(=O)NCc1ccccc1)n1c(-c2ccc3c(c2)CCO3)nc2ccccc21 (stereo not given)
(43) Cc1ccccc1-c1nn[nH]n1
(44) CS(=O)(=O)N(CC(=O)Nc1ccccc1C(=O)N1CCOCC1)c1ccc(Cl)cc1
Screen / compound no.	41	42	43	44
SUMO1-SIM PPI	-0.7	-5.4	1.9	0.2
STEP block	-0.2	/	-0.2	-1.7
Rpn11 block	+	/	i	i
LMPTP inh	2.9	0.7	-0.8	3.4
Scp-1 inhibitor	-0.8	/	-2.4	-1.7
MT1-MMP act inh	1.2	-1.8	2.1	-2.3
NadD block	-1.8	/	3.5	-0.7
SKN-1 block	14.6	3.5	-13.7	0.2
NRP1-CendR mod	-0.8	12.1	-1.8	11.5
DNMT1 inh	-6.3	/	-1.5	7.5
